# Screening data: PubChem, The Scripps Research Institute Molecular Screening Center
# TEAD-YAP inh: TEAD-YAP interaction inhibition; HEK-TIYL cells, TEAD-Gal4/YAP UAS-luciferase luminescence; inhibition, % at 9.12 µM; 640,000 tested, 1.4% active; AID 1259422; in the data active = inhibition above about 32%;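 note: 0% = median of test compound wells and 100% = reference inhibitor wells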
# MITF inh: human MITF inhibition, primary screen. AlphaScreen MITF homodimerization, bead proximity signal. 650,000 tested, 0.91% active. AID 1259374. inhibition, % at 2.6 µM; in the data active = inhibition above about 50%;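 note: 0% = vehicle wells with protein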
# Target sequence (O75030 whole entry, looked up): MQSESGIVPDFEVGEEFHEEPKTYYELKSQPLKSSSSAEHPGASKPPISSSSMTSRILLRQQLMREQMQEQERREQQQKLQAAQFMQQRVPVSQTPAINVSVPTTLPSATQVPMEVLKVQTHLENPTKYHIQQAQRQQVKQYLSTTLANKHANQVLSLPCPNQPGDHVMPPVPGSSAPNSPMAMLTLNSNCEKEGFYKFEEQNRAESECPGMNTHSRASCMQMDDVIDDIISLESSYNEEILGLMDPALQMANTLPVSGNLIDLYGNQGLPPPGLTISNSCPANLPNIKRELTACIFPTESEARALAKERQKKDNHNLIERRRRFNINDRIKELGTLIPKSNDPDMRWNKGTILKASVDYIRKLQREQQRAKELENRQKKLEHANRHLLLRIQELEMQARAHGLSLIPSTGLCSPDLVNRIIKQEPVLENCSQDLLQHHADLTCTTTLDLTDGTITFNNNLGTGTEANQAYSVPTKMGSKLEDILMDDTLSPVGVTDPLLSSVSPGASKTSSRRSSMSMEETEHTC
# FBW7 activator: activators of human E3 ligase FBW7; Q969H0; AlphaScreen FBW7–phospho-cyclin E peptide binding, activator screen; normalized activity (activation), % at 26.1 µM; 650,000 tested, 0.13% active; AID 1259310; in the data active = normalized activity above about 1.9%;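 note: purified mutant Fbw7 with reduced substrate affinity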
# GPR151 activ: activates the human receptor GPR151; activation, % at 11.2 µM; PathHunter beta-arrestin GPR151 cells, luminescence; 650,000 tested, 1% active; Q8TDV0; AID 1508602; in the data active = activation above about 4.9%;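 note: 0% = median of compound wells and 100% = cells with positive control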
# Target sequence (Q8TDV0 whole entry, looked up): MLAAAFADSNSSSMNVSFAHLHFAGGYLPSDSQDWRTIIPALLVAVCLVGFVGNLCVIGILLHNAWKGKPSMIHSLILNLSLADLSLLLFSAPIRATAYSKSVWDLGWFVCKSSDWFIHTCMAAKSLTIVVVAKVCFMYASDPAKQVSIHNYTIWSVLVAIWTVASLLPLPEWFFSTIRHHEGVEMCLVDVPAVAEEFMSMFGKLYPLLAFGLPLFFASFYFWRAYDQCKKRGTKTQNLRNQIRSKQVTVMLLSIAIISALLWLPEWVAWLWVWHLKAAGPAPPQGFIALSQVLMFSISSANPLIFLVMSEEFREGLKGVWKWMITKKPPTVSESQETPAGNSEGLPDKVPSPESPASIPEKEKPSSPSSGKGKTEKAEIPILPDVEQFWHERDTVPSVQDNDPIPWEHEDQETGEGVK
# Active calls of the source: *.
Structure,TEAD-YAP inh,MITF inh,FBW7 activator,GPR151 activ
COc1ccc(C2(C(=O)N3CCOCC3)CCOCC2)cc1OC,5,11,0.0,-0.6
CCc1nnc(NC(=O)CSc2nnc3c(n2)[nH]c2ccc(F)cc23)s1,5,-34,0.2,-0.4
CC(C)c1nnc(NC(=O)c2ccc(N3C(=O)CCC3=O)cc2)s1,-9,-6,0.1,0.7
COc1cc(C(=O)NCCC2=CCCCC2)cc(OC)c1OC,0,4,-0.1,-0.7
CCCn1c(N2CCN(Cc3ccc(C)cc3)CC2)nc2c1c(=O)[nH]c(=O)n2C,-4,9,0.0,3.6
CC(=O)Nc1ccc(Sc2nc(CN3CCOCC3)nc3sc4c(c23)CCC4)cc1,12,4,-0.1,-0.8
CCOC(=O)N1CCN(c2ncnc3sc(C)cc23)CC1,17,2,0.0,1.1
O=C(CSc1nc2ccccc2c(=O)n1CCc1ccccc1)NC1CCCCC1,4,14,0.7,-0.2
C=CCc1ccc(OCCOc2ccc(/C=C3/C(=N)N4C(c5ccccc5)=CSC4=NC3=O)cc2)c(OC)c1,-3,13,0.3,1.8
O=C(O)c1c(CNCc2ccc3c(c2)OCO3)c2ccccc2n1Cc1cccc(Cl)c1,18,7,0.1,3.0
CN1CCSc2ccc(C(=O)NC3CCCCC3)cc21,-42,5,-0.2,0.4
O=C1CCCN1CCn1cnc2c(NCCO)nc(-c3ccccc3)nc21,0,4,0.0,1.7
C=CCN1C(=O)S/C(=C/c2ccc(C)c([N+](=O)[O-])c2)C1=O,-9,-23,0.0,-0.1
CCN(CC)S(=O)(=O)c1ccc2[nH]c3nc(SCC(=O)Nc4ccc(C)c(Cl)c4)nnc3c2c1,5,-4,-0.1,2.5
COC(=O)C1=CN(Cc2cccs2)C=C(C(=O)OC)C1c1ccc(Cl)c(F)c1,9,-23,0.2,-0.2
CCNC(=O)[C@@H]1C[C@H](NCc2ccncc2)CN1Cc1cccc2ccccc12,-4,13,0.9,-0.9
COCCNC(=O)c1cn(Cc2c(F)cccc2Cl)nn1,-2,-2,-0.1,0.2
CCN(CC)Cc1cc(O)c(CN(CC)CC)cc1O,4,76*,-0.1,-1.0
Nc1ccc(S(=O)(=O)NCCO)cc1,-6,-8,-0.1,2.2
CC(C)=CCCC(C)C(=O)OCCOc1ccccc1 (stereo unspecified),-5,-3,0.0,1.4
CN(C)c1ncc(-c2nc3cnccn3c2NCC2CCCO2)cn1 (stereo unspecified),2,3,0.4,0.2
O=C(NCC1COc2ccccc2O1)c1ncoc1-c1ccc2ccccc2c1 (stereo unspecified),-5,13,0.3,-0.8
Cc1ccc(CNc2nc(CN3CCC(C)CC3)nc3ccccc23)o1,-5,-10,-0.3,2.1
NC(=O)C1CCN(c2csc3ccc(Cl)cc3c2=O)CC1,5,4,0.0,-2.3
O=C(CCC1(Cc2ccccc2)CCC(=O)N1)NC[C@H]1CCc2ccccc2O1 (stereo partly specified),-41,8,0.1,0.9
N#CCC(c1ccccc1)c1ccc2c(c1)OCO2 (stereo unspecified),-5,-3,-0.1,1.3
CCOC(=O)C1(CCOC)CCN(CC#Cc2ccccc2)CC1,-8,-19,0.1,-0.7
COc1ccc(N2CC(c3nc(-c4ccc(C)cc4)no3)CC2=O)cc1Cl (stereo unspecified),0,6,0.2,0.1
CCOC(=O)CSc1nc(NCCOC)c2ccccc2n1,5,4,-0.2,-1.8
CCOC(=O)c1cnc2c(C)c(C)ccc2c1NCCCO,13,-1,0.0,0.7
CC(CCc1ccccc1)NC(=O)c1cncc(Br)c1 (stereo unspecified),-7,8,0.3,1.1
CCC(C)C(=O)NCc1nnc2n1CCN(CCCc1ccccc1)CC2 (stereo unspecified),-13,-7,0.1,-0.1
Cc1cccnc1-c1ccc2c(c1)CC(CNC(=O)[C@@H]1CCC(=O)N1)O2 (stereo partly specified),-7,6,0.1,0.2
Cc1ccccc1C1CC(=O)NC2=C1C(=O)CC(C)(C)C2 (stereo unspecified),2,14,-0.1,0.0
Cc1cc(C)n2nc(C(=O)NCCc3ccccc3)nc2n1,-30,-10,-0.1,0.6
Cc1ccc(/C(O)=C2\C(=O)C(=O)N(Cc3cccnc3)C2c2ccc(Cl)cc2)cc1 (stereo unspecified),-3,2,0.2,0.2
Cc1ccc(NC(=O)c2ccc(Cl)cc2Cl)c(Br)c1,-29,10,0.1,2.9
CCOC(=O)N1CCC(N(CCOC)C(=S)Nc2cccc(OC)c2)CC1,-14,-1,-0.2,8.6*
Cc1cccc(OCc2nc(-c3cccnc3)no2)c1,-4,-3,0.0,-1.1
Cc1cc(OCC(=O)NCc2ccco2)ccc1Br,-4,6,-0.1,0.2
COc1cccc(OCCNC(=O)/C=C/c2ccc(-c3ccccc3)cc2)c1,16,-15,-0.1,-0.4
C=CCN1C(=O)C(C)(C)COc2cc(NS(=O)(=O)c3ccc4c(c3)OCCO4)ccc21,6,2,0.0,-1.1
NC(=O)c1ccccc1NC(=O)/C=C/c1cccc2ccccc12,-23,3,-0.1,0.8
COc1cccc(NC(=O)CC(C)S(=O)(=O)c2ccc3c(c2)OCC(=O)N3)c1 (stereo unspecified),3,6,0.1,-0.9
CCCSc1nsc(SCCC)c1C(N)=O,-3,6,0.3,-1.1
CC(=O)N1CCc2c(sc3c2c(=O)n(-c2cccc(Cl)c2)c(=O)n3CC(N)=O)C1,-1,3,-0.1,0.1
COc1ccc(C2=N/C(=C/C=C/c3ccccc3)C(=O)O2)cc1Br,-4,5,-0.2,-0.4
COc1ccc(C(=O)NCCOc2ccc(-c3ccc(F)cc3)nn2)c(OC)c1,6,-7,0.1,1.3
O=[N+]([O-])c1ccccc1Nc1ccccc1[N+](=O)[O-],-1,-2,-0.3,0.1
CC1CCN(C(=O)c2cc(NC(=O)c3ccc(Cl)cc3)c(=O)n(C)c2)CC1,15,-10,-0.1,-0.4

# Gathered by group: the entries above with a thiophene ring, fused or not
Structure,TEAD-YAP inh,MITF inh,FBW7 activator,GPR151 activ
CC(=O)Nc1ccc(Sc2nc(CN3CCOCC3)nc3sc4c(c23)CCC4)cc1,12,4,-0.1,-0.8
CCOC(=O)N1CCN(c2ncnc3sc(C)cc23)CC1,17,2,0.0,1.1
COC(=O)C1=CN(Cc2cccs2)C=C(C(=O)OC)C1c1ccc(Cl)c(F)c1,9,-23,0.2,-0.2
CC(=O)N1CCc2c(sc3c2c(=O)n(-c2cccc(Cl)c2)c(=O)n3CC(N)=O)C1,-1,3,-0.1,0.1

# Of the compounds above, 3 contain an NH in an aromatic ring:
Structure,TEAD-YAP inh,MITF inh,FBW7 activator,GPR151 activ
CCc1nnc(NC(=O)CSc2nnc3c(n2)[nH]c2ccc(F)cc23)s1,5,-34,0.2,-0.4
CCCn1c(N2CCN(Cc3ccc(C)cc3)CC2)nc2c1c(=O)[nH]c(=O)n2C,-4,9,0.0,3.6
CCN(CC)S(=O)(=O)c1ccc2[nH]c3nc(SCC(=O)Nc4ccc(C)c(Cl)c4)nnc3c2c1,5,-4,-0.1,2.5

# Later entries
Structure,TEAD-YAP inh,MITF inh,FBW7 activator,GPR151 activ
CCC(Sc1nnc2[nH]c(=O)c(C)c(C)n12)C(=O)OC (stereo unspecified),-5,-7,-0.1,2.7
COc1ccccc1NC(=S)N1CCCCC1c1cccnc1 (stereo unspecified),-7,-10,0.0,-0.3
C=CCc1cc(C)ccc1OCC(O)CN1CCN(c2ccccc2)CC1 (stereo unspecified),3,24,-0.2,2.0
N#C/C(=C\c1ccc(OCC(=O)NCC2CCCO2)cc1)C(=O)NCc1ccccc1 (stereo unspecified),7,-22,-0.2,0.8
C#Cc1cccc(NS(=O)(=O)c2ccc(C)cc2)c1,8,3,-0.1,2.0
CSCCCNC(=O)c1cccc(OC2CCN(S(=O)(=O)N(C)C)CC2)c1,0,-2,-0.1,-1.4
O=C(CCC(=O)Nc1ccc2c(c1)OCCO2)Nc1ccc(OCc2ccccc2)cc1,3,3,0.1,-0.1
CCc1ccc(/C=N/NC(=O)c2nnn(-c3nonc3N)c2CN2CCC(C)CC2)cc1,-3,7,0.0,-0.2
CN(C)c1ccc(C2C3=C(CC(C)(C)CC3=O)Nc3ccccc3N2C(=S)Nc2ccc(F)cc2)cc1 (stereo unspecified),-1,-5,0.0,-0.2
CCOC(=O)C(=O)NCC1CCCN1S(=O)(=O)c1ccc(C)cc1 (stereo unspecified),-10,-6,0.0,-0.6
COC(=O)c1sccc1OCc1ccc(Br)cc1,-9,-14,0.1,-0.1
CC(=O)c1c(C)oc2ccc(N(C(=O)c3ccccc3Cl)S(=O)(=O)c3ccc(C)cc3)cc12,13,-2,0.1,1.4
Cc1cccc(Nc2nc3ccc(Cl)cc3n3cnnc23)c1,-1,0,0.1,-0.8
CC(C)CC(NC(=O)[C@@H](NC(=O)c1ccco1)C(C)C)C(=O)O (stereo partly specified),0,6,0.0,2.8
CCOC(=O)c1c(NC(=O)C2CCCCC2)sc(C(=O)Nc2cccc(Cl)c2C)c1C,4,7,1.2,0.0
O=C(Nc1nnc(COc2ccc(F)cc2)s1)C1CCCCC1,3,-8,-0.4,0.4
CC(C)COC(=O)NC(Cc1c[nH]c2ccccc12)C(=O)NN (stereo unspecified),-5,14,0.1,0.9
Nn1cnnc1N/N=C/c1ccc(Br)cc1,7,-4,-1.2,-0.5
c1ccc(CNCc2ccccc2)cc1 (tested in a mixture with another compound),5,-3,-0.1,-0.8
O=C1O/C(=C(\c2cccc3ccccc23)[N+](=O)[O-])c2ccccc21,12,8,-0.1,1.6
Cc1ccc(Sc2ccc(C(=O)NNC(=O)c3ccncc3)cc2[N+](=O)[O-])cc1,-4,14,1.4,-1.1
CCCOc1cccc(C(=O)Nc2sc(C)c(-c3ccc(C)cc3)c2C(=O)OC)c1,5,6,0.0,-0.3
CCC(=O)N(NC1=NS(=O)(=O)c2ccccc21)S(=O)(=O)c1ccc(C)cc1,4,-5,-0.1,-0.3
O=C(CCn1c(=O)[nH]c2ccccc2c1=O)N1CCc2ccccc21,-10,4,-0.1,0.4
C/C=C\C(=C/CCO)C(NCc1ccccc1)c1ccccc1 (stereo unspecified),0,-8,-0.1,0.4
Cc1cc(-c2ccccc2)nc(Nc2cccc(S(N)(=O)=O)c2)n1,-24,13,0.0,0.4
CCNC(=S)NS(=O)(=O)c1ccc(CC)cc1,0,-2,-0.2,1.1
O=S(=O)(c1ccc(Cl)s1)N1CCC(CO)(CCOc2ccccc2)CC1,8,-8,0.1,0.4
CN(Cc1ccccc1)S(=O)(=O)c1nnc(NC(=O)/C=C/c2ccccc2)s1,-2,18,0.1,1.1
CCCNC(=O)c1csc(-c2ccc(N3CCOCC3)nc2)n1,0,4,0.1,1.4
Cc1cc(-c2cnc(N3CCCC3)nc2C2CCN(C(=O)c3cccs3)CC2)on1,-6,-8,-0.1,0.3
CC(=O)N1C(=O)/C(=C2\SC(=O)NC2=O)c2ccccc21,-11,2,-0.1,1.4
COc1ccc(OC)c(NC(=O)CN2Cc3ccccc3C2=O)c1,-3,3,0.0,0.8
CC(=O)C1=C(O)C(=O)N(CCO)C1c1ccc(N(C)C)cc1 (stereo unspecified),-7,1,-0.2,-0.7
CC(C)N1CCC(N2CCN(C3CSCCSC3)CC2CCO)CC1 (stereo unspecified),-6,6,0.0,2.8
O=C(CO/N=C/c1ccco1)NCc1ccccc1,0,8,0.1,-0.9
CC1(C)CC(=O)C2=C(C1)NC(Nc1nc3ccccc3s1)=NC21C(=O)Nc2ccccc21 (stereo unspecified),-6,13,-0.2,0.9
CCN(CC)C(=O)COC(=O)CN1C(=O)c2cccc([N+](=O)[O-])c2C1=O,5,5,0.0,-1.2
COc1ccccc1CC(=O)N1CCC2(CC1)OCc1cccc(OC)c1O2,1,6,-0.5,0.1
CC(C)(C)NC(=O)NC(=O)C[n+]1ccc(Cc2ccc([N+](=O)[O-])cc2)cc1,5,-15,-0.2,0.6
ClCc1nc2cc3ccccc3cc2[nH]1,40*,-3,-0.2,0.3
Nc1nc(SCC(=O)Nc2ccc(F)cc2[N+](=O)[O-])n[nH]1,-9,18,-0.1,-1.1
CC1(C)CC(=O)c2sc(NC(=O)c3ccc4ncccc4c3)nc2C1,-11,8,0.0,0.5
CC(CNC(=O)CCCc1nnc2n(C)c(=O)c3sccc3n12)c1ccccc1 (stereo unspecified),-2,-13,0.1,0.2
COc1cc(Nc2nc(SCc3ccc([N+](=O)[O-])cc3)nc3ccccc23)cc(OC)c1OC,-14,-7,0.8,-1.6
CCN(CC)c1ncc2c(n1)CC(c1ccco1)CC2=O (stereo unspecified),-3,-12,-0.2,-0.5
CCC(CC)NCc1cc(OC)c(OC)cc1Br,11,49,0.5,0.5
CCOc1ccccc1N/C(=C(/C(Cl)=C(Cl)Cl)[N+](=O)[O-])n1cncn1,3,13,0.5,0.2
CCCC1CCC(C(=O)Nc2ccc(Br)cn2)CC1 (stereo unspecified),9,-2,0.3,-0.2
O=C1c2cccc([N+](=O)[O-])c2C(=O)N1c1ccc(Br)cc1,7,10,0.1,2.6
Cc1noc(C)c1S(=O)(=O)N1CCCC(c2[nH]ncc2-c2ccccc2)C1 (stereo unspecified),-3,-2,-0.1,0.8
